Screening data as filed in PubChem.
EBV gp42 block – EBV gp42 inhibition | Q1HVG2 | Fluorescence polarization binding assay, mP read-out | AID 1085 | 220,000 compounds, 0.42% hits | inhibition, % (tested at 21.74 µM); in the data active = inhibition above about 50%
Target sequence (Q1HVG2 whole entry, looked up): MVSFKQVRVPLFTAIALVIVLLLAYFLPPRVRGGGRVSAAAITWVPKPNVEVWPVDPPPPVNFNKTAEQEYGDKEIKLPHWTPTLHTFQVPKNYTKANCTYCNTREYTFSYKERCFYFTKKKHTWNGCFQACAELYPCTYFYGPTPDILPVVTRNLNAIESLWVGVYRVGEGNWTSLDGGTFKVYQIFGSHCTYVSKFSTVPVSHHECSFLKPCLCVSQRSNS
CHOP inhibitor – inhibitors of CHOP induction in ER stress response | CHO-K1 CHOP-promoter luciferase, tunicamycin-induced, 15-18 h | inhibition, % at 10 µM | 220,000 compounds, 3.8% hits | AID 2732;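 active = compounds that reduced the stress-induced luciferase reporter signal by more than about 70% of percent inhibition, limit read from the data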;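 note: 0% = tunicamycin plus vehicle and 100% = wells without tunicamycin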
PPC-1+TRAIL kill – PPC-1 cancer cell killing with TRAIL present; 220,000 compounds, 0.41% hits; AID 1443; PPC-1 cells + TRAIL, ATPLite viability luminescence; cell killing (% activity), % at 4 µM;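 active = cell killing above 50% in the first pass at 4 µM, then a duplicate retest at 5 µM averaging 50% or more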;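 note: plate controls were cells with TRAIL plus DMSO for no effect and medium-only wells lacking cells for full effect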
p47phox inh – inhibitors of human p47phox binding; P14598; AID 1274; inhibition, % at 24.7 µM; p47phox/p22phox peptide binding, fluorescence polarization, 2 h; 220,000 compounds, 0.53% hits;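 active = inhibition above about 30%, limit read from the data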;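 note: 0% = p47phox with labelled peptide and 100% = labelled peptide alone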
TNF death inh – TNF-alpha cell death inhibition in Jurkat FADD-/- cells; Jurkat FADD-/- TNF necroptosis rescue, ATP luminescence, 24 h; 0 = TNF only, 100 = no-TNF cells; activation (protection from cell death), % at 10 µM; 220,000 compounds, 0.068% hits; AID 463075;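 active = activation, meaning protection from cell death, of at least 50% relative to plate controls; inactive = activation below 50%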;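 note: necroptosis triggered by 40 ng/mL TNF-alpha added together with compound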
TRPML3 agonist – human mucolipin-3 channel agonism. Q8TDD5. HEK293 TRPML3-YFP, Fluo-8 calcium fluorescence; 100% = the carbachol control signal. activation, % at 3 µM. 220,000 compounds, 0.29% hits;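 active = activation above its plate's cutoff, the mean activation of the plate's test wells plus 3 SD, cut at about 12% in these data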;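 note: 0% = DMSO only wells and 100% = carbachol wells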
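Test system – HEK293 line with stable expression of human TRPML3-YFP channel · Control set – carbachol 87 µM final as high control (100%), DMSO as low control (0%) · Signal – Fluo-8 calcium dye fluorescence, ex 470-495, em 515-575 nm · Incubation – 1-h 37 °C dye load, 5-s basal, 120-s post-compound reads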
Runt-SMMHC FRET – blocks binding of human RUNX1 Runt domain to CBFb-SMMHC; 220,000 compounds, 0.74% hits; inhibition, % at 20 µM; Q01196+Q13951; Cerulean-Runt/Venus-CBFb-SMMHC FRET ratio 530/480, 1 h;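 active = mean inhibition across duplicate retests at 20 µM reaching about 50%, limit read from the data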;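 note: 0% = DMSO wells and 100% = wells with excess untagged CBFb-SMMHC; inhibitors lower the FRET ratio by blocking Runt binding to CBFb-SMMHC; some results filed as inactive read as strong as hits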
Target sequence (Q01196 whole entry, looked up, the tested form may be a part): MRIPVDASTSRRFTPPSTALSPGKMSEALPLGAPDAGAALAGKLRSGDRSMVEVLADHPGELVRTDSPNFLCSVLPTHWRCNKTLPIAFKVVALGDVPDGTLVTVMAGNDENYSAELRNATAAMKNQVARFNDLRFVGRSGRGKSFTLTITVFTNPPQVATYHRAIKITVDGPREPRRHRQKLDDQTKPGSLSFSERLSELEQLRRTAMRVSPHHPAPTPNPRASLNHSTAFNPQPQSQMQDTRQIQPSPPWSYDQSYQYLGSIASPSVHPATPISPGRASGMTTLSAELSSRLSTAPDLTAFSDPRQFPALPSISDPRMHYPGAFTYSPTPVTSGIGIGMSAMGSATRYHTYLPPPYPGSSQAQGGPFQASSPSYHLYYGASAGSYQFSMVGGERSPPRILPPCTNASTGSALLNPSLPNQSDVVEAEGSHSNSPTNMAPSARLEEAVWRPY
Target sequence (Q13951 whole entry, looked up, the tested form may be a part): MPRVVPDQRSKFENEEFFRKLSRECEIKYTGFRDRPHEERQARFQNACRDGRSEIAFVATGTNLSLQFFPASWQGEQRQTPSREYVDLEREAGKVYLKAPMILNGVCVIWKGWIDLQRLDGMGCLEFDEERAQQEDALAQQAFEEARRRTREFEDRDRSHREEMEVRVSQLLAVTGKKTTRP
zfTRPN1 agonist – zebrafish TRPN1 (NompC) channel agonism; activation, % at 3 µM; AID 1424; 220,000 compounds, 0.18% hits; HEK293 zebrafish TRPN1-YFP, Fluo-8 calcium fluorescence; 100% = response to 87 µM carbachol;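 active = activation above its plate's cutoff, the mean activation of test wells on that plate plus 3 SD, cut at about 19% in these data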;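 note: 0% = DMSO alone and 100% = 87 µM carbachol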
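Material: zebrafish TRPN1-YFP in HEK293 cells. Doses: one dose of 3 µM, 0.3% DMSO. Incubation: dye 1 h 37 °C plus 30 min RT. Measured by: intracellular calcium fluorescence with Fluo-8.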
Mdm2 ligase inh – inhibitors of human Mdm2 E3 ubiquitin ligase; 210,000 compounds, 0.11% hits; Q00987; AID 1230; cell-based MDM2 ubiquitination luciferase reporter, 2 h; 0 = plate control, 100 = twice control, blank-subtracted; signal enhancement, % at 5 µM;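 active = signal enhancement of 30% or more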;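 note: luminescence tracks abundance of the self-degrading MDM2-luciferase fusion protein; higher signal means inhibition of MDM2 E3 ligase activity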
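Assay system: mammalian cells stably expressing self-ubiquitinating, self-degrading MDM2 E3–luciferase fusion. Quantity: 2000 cells in each well. Medium: DMEM culture medium. Compound dosing: single-point 5 µM. Timing: cell settling 4 h, compound treatment 2 h, both 37 °C. Technique: luciferase luminescence. Read-out basis: percent signal gain over controls, blank-subtracted. Benchmarks: plate controls and plate blanks.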
Active calls of the source: *; x = not tested or not shown; [ ] = another dose, or the depositor's remark.

SMILES	EBV gp42 block	CHOP inhibitor	PPC-1+TRAIL kill	p47phox inh	TNF death inh	TRPML3 agonist	Runt-SMMHC FRET	zfTRPN1 agonist	Mdm2 ligase inh
CCCCc1ccc(-c2csc(/C(C#N)=C/c3ccc(C)o3)n2)cc1	-13	10	42	-42	-2.3	0.3	-15	-0.2	1
CC(C)N(Cc1nc(-c2ccccc2)no1)S(=O)(=O)c1ccccc1	-15	43	-19	-18	-0.2	25*	-2	-1.1	-20
Cc1ccc(C(=O)NCCN2C3=NC[C@H](C)N3C[C@H]2Cc2ccc(O)cc2)cc1Br	-10	2	4	-10	1.2	-0.4	-2	-0.3	x
NC(=O)C1CCN(c2ccc([N+](=O)[O-])cc2Cl)CC1	-20	9	4	-7	-0.3	0.6	7	0.0	-6
COc1ccc(-c2nc(N)n(C(=O)c3cccs3)n2)cc1	-12	-6	22	-11	0.3	0.8	-4	1.3	16
CCCCNC(=O)NCc1cnn(C)c1C	-2	42	14	2	0.8	0.5	1	-0.2	2
CN1CCN(S(=O)(=O)c2cccc(C(=O)Nc3sc4c(c3-c3nc5ccccc5[nH]3)CCCC4)c2)CC1	-29	-65	11	-70	5.2	0.3	-84	1.3	4
Oc1ccc(-c2nc3ccc4ccccc4c3c3c2CCC3)cc1O	8	34	27	-16	-8.5	0.5	3	-1.7	-9
COc1nc(N2CCCC2)nc(-n2nnc(C(C)=O)c2C)n1	1	4	26	16	-0.6	0.3	1	0.4	-36
CCOc1ccc(-n2ccnc2SCC(=O)NCc2ccc3c(c2)OCO3)cc1	-14	32	14	-9	-1.2	0.3	9	-0.1	4
CCc1nc(CN2CCCC(C(=O)c3ccc4c5c(cccc35)CC4)C2)c(C)[nH]1 (centres undefined)	-12	21	13[5 µM]	-50	4.2	0.5	4	0.0	5
C#CCOCCOCCOCCNc1nc(N2CCN(C(=O)[C@H](CCCCN)n3cc([C@@H](N)C(C)CC)nn3)CC2)nc(N2CCN(C(=O)[C@H](CCCCN)n3cc([C@@H](N)CC(C)C)nn3)CC2)n1 (some centres undefined)	-10	20	3	x	1.1	0.6	4	2.7	x
CC(C)CN=CC1=C(O)c2ccccc2C1=O	3	5	7	1	1.7	-0.1	1	1.0	-25
Cc1ccc(C(=O)Nc2cc(Cl)ccc2Oc2ccccc2)cc1[N+](=O)[O-]	3	43	3	-20	1.9	0.5	-1	-0.7	-9
NCCCCCc1nnc(SC/C=C/c2ccccc2)o1	-8	-14	17	-2	-1.2	0.9	2	-0.3	-6
CC(C)(C)CC(=O)O/N=C(\N)c1ccccn1	3	35	25	6	0.7	0.6	0	0.5	-37
O=C(O)c1ccc(CSc2nnc(-c3ccccc3Cl)n2-c2ccccc2)cc1	0	11	21	-9	-0.1	0.0	-1	0.3	-14
CCN(CC)CCn1c(=S)[nH]c2ncccc2c1=O	9	17	-14	0	0.7	0.3	1	0.4	-7
O=C(Nc1cnccn1)Nc1cccc(Cl)c1Cl	-7	42	18	6	0.3	1.1	-8	0.2	-14
Cc1c(NC(=O)CSc2nnc(-c3ccncc3)o2)c(=O)n(-c2ccccc2)n1C	-24	-4	14	-4	0.6	0.8	1	2.0	-54
CCc1c(C)sc(NC(=O)c2cccs2)c1C(N)=O	-5	-2	23	-13	-0.2	0.2	22	-0.3	-15
Cc1c(Cl)cccc1NC(=O)c1cccc(NC(=O)CCC(=O)O)c1	-12	9	18	-11	-1.3	0.6	-4	-0.3	-22
CC(=O)c1cc(CN2CCC(N3CCC(C(=O)NC(C)C)CC3)CC2)cs1	-6	20	2	-9	0.5	0.7	2	0.9	-7
CCCC(=O)N1CCN(c2nc(CC(C)C)c3c(c2C#N)CCC3)CC1	-13	70	22	-10	1.1	-1.8	-5	-1.2	-6
CN1CCc2c(sc3c2c(NCc2ccco2)nc2nnnn23)C1	-18	27	14	-14	0.4	0.5	x	-0.3	-18
The list continues.
SMILES	EBV gp42 block	CHOP inhibitor	PPC-1+TRAIL kill	p47phox inh	TNF death inh	TRPML3 agonist	Runt-SMMHC FRET	zfTRPN1 agonist	Mdm2 ligase inh
COCCN(C(=O)CN1CCCc2ccccc21)c1c(N)n(Cc2ccccc2)c(=O)[nH]c1=O	-33	27	0	-43	-0.9	0.9	20	0.7	7
Cc1ccc2nc(N=C(N)N)nc(C)c2c1	-5	9	6	0	3.6	0.6	1	1.9	-10
Cc1ccnc(NC(=O)CCC(=O)N(CC(=O)NCC2CCCO2)Cc2ccc(F)cc2)c1 (centres undefined)	1	15	-17	-4	2.0	0.0	0	0.1	-12
C#CCOCCOCCOCCNc1nc(N2CCN(C(=O)[C@H]([C@@H](C)CC)n3cc(CCC(=O)O)nn3)CC2)nc(N2CCN(C(=O)[C@H](C)n3cc(CCCN=C(N)N)nn3)CC2)n1	-13	-6	-7	-4	-2.1	0.6	2	1.1	x
CCCC(O)(CCN1CCOCC1)c1ccc(Br)cc1 (centres undefined)	-6	12	8	-11	-2.8	0.5	-2	0.9	-4
Cc1ccc(N/C(N)=N/c2nc(C)cc(N3CCCCC3)n2)c(C)c1	4	38	20[5 µM]	-6	-6.1	0.7	-2	2.8	-44
CC(C)(c1ccccc1)c1ccc(OCCN)cc1	-19	56	17	-6	-1.0	1.3	-2	2.9	9
O=C(c1ccc(Cl)c(S(=O)(=O)Nc2ccc(F)cc2)c1)N1CCN(c2ccccn2)CC1	3	-8	1	-6	-2.9	0.1	2	4.3	-16
COc1cc(C(C)=O)ccc1OCC(=O)NCC1(N2CCCCC2)CCCCC1	-39	-2	10	-14	-0.1	1.1	3	0.8	-6
O=C(CCc1c[nH]c2ccccc12)NCc1ccco1	-15	42	11	0	0.7	0.6	2	0.8	14
CC(C)NC(=O)COC(=O)Cn1[nH]c(=O)c2ccccc2c1=O	-2	-3	25	2	-0.2	1.3	-6	-0.3	5
Cc1ccc(-c2nnc(SCCC(=O)N3CCOCC3)o2)cc1	5	26	26	-1	0.2	1.2	0	1.3	-12
CN(Cc1ccccc1)c1nc2nonc2nc1N1CCCC(CN2CCCC2=O)C1 (centres undefined)	-10	-6	12	6	-2.1	0.8	-5	-0.6	-2
CCCN1Cc2cccc(C(=O)NC(C)c3cccs3)c2C1=O (centres undefined)	-8	4	-6	4	-0.4	-1.1	-8	-1.2	-27
Cc1cc2ccccc2c(=O)n1CC(=O)NC1CCCCCC1	-9	44	2	-12	1.4	0.0	3	-3.3	2
C=CCOc1ccc(/C=N/NC(=O)CN(c2cc(Cl)ccc2OC)S(=O)(=O)c2ccc(C)c([N+](=O)[O-])c2)cc1	-19	17	-4	-16	3.0	0.1	0	0.0	-17
COC(=O)Nc1nn(Cc2ccccc2F)cc1Br	-3	-10	-14	-12	19	1.0	3	-0.3	-9
COc1ccc(C(=O)N/N=C/c2cc(Br)ccc2O)cc1OC	5	63	35	2	-15	0.2	-4	3.6	-35
Cc1ccc(C)c(OCC(O)CN2CCCCC2C)c1 (centres undefined)	-3	-6	1	-1	1.6	0.4	2	-1.0	-10
O=C(O)Cn1cc(/C=c2/sc3nc4ccccc4n3c2=O)c2ccccc21	-64	-31	5	-59	0.3	0.1	-159	0.9	-18
O=C(c1cc(C(=O)NCCc2ccccc2)c(=O)n(CCc2ccccc2)c1)c1cc(Cl)ccc1O	-28	82*	13	-36	4.1	-0.6	0	-2.3	-12
CN(C)C(CNS(=O)(=O)c1ccc(Br)cc1)c1cccnc1 (centres undefined)	-15	12	28	-10	-1.0	0.1	-2	0.4	-8
O=[N+]([O-])c1cc(S(=O)(=O)Nc2cccc(Cl)c2)ccc1N=Nc1c(O)[nH]c2ccccc12	24	53	40	-5	0.5	0.6	-7	-0.3	-5
O=S(=O)(c1ccccc1)N1CCN=C1SCc1ccccc1Cl	-14	25	0	-1	-1.3	-0.2	-1	-0.2	-17
Cc1ccc(-c2nc(C3CCN(S(=O)(=O)c4ccc(C(C)(C)C)cc4)CC3)no2)cc1	-24	-3	4	0	0.4	0.3	-6	0.5	-8

Among those listed so far, these have fluorine:
SMILES	EBV gp42 block	CHOP inhibitor	PPC-1+TRAIL kill	p47phox inh	TNF death inh	TRPML3 agonist	Runt-SMMHC FRET	zfTRPN1 agonist	Mdm2 ligase inh
Cc1ccnc(NC(=O)CCC(=O)N(CC(=O)NCC2CCCO2)Cc2ccc(F)cc2)c1 (centres undefined)	1	15	-17	-4	2.0	0.0	0	0.1	-12
O=C(c1ccc(Cl)c(S(=O)(=O)Nc2ccc(F)cc2)c1)N1CCN(c2ccccn2)CC1	3	-8	1	-6	-2.9	0.1	2	4.3	-16
COC(=O)Nc1nn(Cc2ccccc2F)cc1Br	-3	-10	-14	-12	19	1.0	3	-0.3	-9

Next results follow.
SMILES	EBV gp42 block	CHOP inhibitor	PPC-1+TRAIL kill	p47phox inh	TNF death inh	TRPML3 agonist	Runt-SMMHC FRET	zfTRPN1 agonist	Mdm2 ligase inh
O=C(Nc1ccc(N2CCN(C(=O)c3ccco3)CC2)cc1)c1ccc2c(c1)OCO2	-7	15	23	-17	-0.8	0.2	2	0.9	-8
CN(C)c1nccc(NCc2ccccc2)c1C#N	-10	-4	9	-6	1.1	0.6	-1	0.1	-2
COc1ccc(NC(=O)CCC(=O)N/N=C/c2ccncc2)cc1	-9	-15	-6	-4	0.3	1.0	2	0.7	-14
CCOC(=O)c1c(C)n(C)c2ccc(OCC(O)CN(CC)CC)cc12 (centres undefined)	-15	49	16	-8	-2.1	0.1	-2	-1.3	-1
O=C(O)c1cccc(-c2nc3ccccc3[nH]2)c1	11	29	22	12	-0.2	0.2	2	2.3	-59
COc1ccc(OCc2nnc(SCC(N)=O)n2-c2ccccc2OC)cc1	-16	-1	9	-11	-0.3	-0.3	1	3.3	-18
CSc1ccc(/C=N/NC(=O)c2sccc2C)cc1	2	31	30	-4	-0.8	0.6	4	-1.2	-41
COCCNC(=O)C(OC(=O)c1ccco1)c1ccccc1OC (centres undefined)	-19	6	14	-12	0.4	0.4	-1	0.2	-6
N#C/C(=C\c1ccco1)C(=O)NCc1ccccc1	2	-24	-4	5	4.7	-0.3	2	-0.6	-3
Cc1ccc(S(=O)(=O)N(C)CCCC(=O)Nc2ccc(C)cc2C)cc1	-11	-3	22	-2	1.2	1.9	-1	2.7	1
O=C(COC(=O)c1ccccc1Br)NCCc1ccc(F)cc1	4	19	2	3	0.3	-0.5	1	-0.1	-23
COc1ccc(NC(=O)N2CCC(NC(=O)c3ccco3)CC2)cc1	-14	34	-8	-13	-3.2	0.1	5	1.4	-9
O=C(c1ccc(Br)cc1)N(C1=NCCCCS1)c1ccccc1	-12	10	5	-11	-1.9	0.4	1	-1.9	-4
CC(C)CCNC(=O)CN(CC1CCCO1)C(=O)CCC(=O)Nc1ccccn1 (centres undefined)	8	19	-2	-2	-2.4	0.5	-1	1.4	-16
Cc1ccc(/C=C/C(=O)Nc2ncc(C)s2)o1	-23	39	-11	-33	1.2	0.2	6	0.8	-22
